DT40 TDP1 CPT = qHTS for Inhibitors of human tyrosyl-DNA phosphodiesterase 1 (TDP1): qHTS in cells in presence of CPT | Potency, µM (titrated, usually from 46.2 µM), for inactives: at the highest dose activity change, negative = growth inhibition, most hits filed as inhibitors | actives 12% (n = 420,000) | AID 686979, 2013 | chicken DT40 Tdp1-/-;hTDP1 cells + 20 nM CPT, ATP luminescence, 48 h; also: nearly all actives have a fitted effect of over 55% in size
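Chicken DT40 Tdp1-/- cells complemented with human TDP1, 400 cells/well, exposed to compounds plus 20 nM camptothecin for at least 48 h at 37 C; viability read as ATP content by CellTiter-Glo luminescence.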
FEN1 inhibitor = qHTS Assay for the Inhibitors of Human Flap endonuclease 1 (FEN1). AID 588795, 2011. actives 0.35% (n = 390,000). Potency, µM (top dose mostly 114 µM), for inactives: top-dose activity change, negative = inhibition, hits mostly inhibitors. Recombinant FEN1 flap cleavage, fluorescence, 15 min; also: nearly all actives have a fitted effect of over 65% in size
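Concentration–response screening of FEN1 (10 nM): 15 min compound preincubation at room temperature, reaction started with 50 nM substrate and read at 0 and 15 min. Corrected, normalized data were fitted by a four-parameter Hill equation.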
GCN5L2 inh = qHTS Assay for Inhibitors of GCN5L2; actives 0.21% (n = 390,000); AID 504327, 2011; Histone acetyltransferase KAT2A (Homo sapiens), Q92830; GCN5L2 HAT assay, ThioGlo1 CoA-SH fluorescence; Potency, µM (titrated, usually from 58.9 µM), without a hit: at the top dose activity change, negative = inhibition, actives largely listed as inhibitors
Target sequence (Q92830 whole entry, looked up): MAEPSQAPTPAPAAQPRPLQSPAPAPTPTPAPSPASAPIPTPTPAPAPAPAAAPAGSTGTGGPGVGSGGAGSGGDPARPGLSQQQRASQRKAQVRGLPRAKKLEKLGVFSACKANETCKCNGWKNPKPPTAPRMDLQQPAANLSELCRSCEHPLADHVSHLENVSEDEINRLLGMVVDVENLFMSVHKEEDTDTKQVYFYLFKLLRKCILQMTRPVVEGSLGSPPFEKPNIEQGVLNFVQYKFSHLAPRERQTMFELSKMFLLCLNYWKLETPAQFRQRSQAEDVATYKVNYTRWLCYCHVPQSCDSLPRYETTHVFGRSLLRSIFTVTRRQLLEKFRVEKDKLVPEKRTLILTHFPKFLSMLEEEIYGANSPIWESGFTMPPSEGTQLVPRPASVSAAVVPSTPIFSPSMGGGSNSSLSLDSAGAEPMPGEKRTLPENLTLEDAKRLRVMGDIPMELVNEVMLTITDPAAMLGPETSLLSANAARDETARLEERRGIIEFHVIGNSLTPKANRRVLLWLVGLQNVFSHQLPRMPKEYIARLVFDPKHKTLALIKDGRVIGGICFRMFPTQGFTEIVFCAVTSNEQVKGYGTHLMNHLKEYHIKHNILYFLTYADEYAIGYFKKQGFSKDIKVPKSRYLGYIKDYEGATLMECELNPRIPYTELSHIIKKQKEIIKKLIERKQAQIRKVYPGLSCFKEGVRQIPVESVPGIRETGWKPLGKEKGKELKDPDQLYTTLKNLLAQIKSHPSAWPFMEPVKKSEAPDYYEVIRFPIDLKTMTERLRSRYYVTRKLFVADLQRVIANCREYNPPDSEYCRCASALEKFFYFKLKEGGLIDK
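qHTS, 1536-well. 20nM enzyme, pH 7.5 HEPES/EDTA/Tween-20 buffer; 15 min compound preinc., RT. Start: 75uM H3(1-25), 70uM AcCoA, 50uM ThioGlo1. Read Ex340/Em540 at t=0 (autofluorescence flag) and t=20 min.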
* hit, by the source's call; ? = inconclusive; nt = not tested or not shown; & = joins results of further samples; [ ] = dose if it differs, or a comment. Calls follow the shape of the dose curve; as a rule, active = well fitted curve in the direction sought with a large enough effect; inconclusive = small, poorly fitted or top-dose-only effect, or another doubt; inactive = no such curve, though single readings can be large; an effect the other way counts as inactive or inconclusive. % is scaled to controls: 0 for no effect and ±100 for the full control effect; potency is read from the fitted curve at half-maximal effect.

#	Compound	GCN5L2 inh	FEN1 inhibitor	DT40 TDP1 CPT
1	Cc1c(-c2ccc(Br)cc2)[n+](=O)c2c(n1[O-])CCCC2	4%	-2%	-12%
2	Cc1nc(Sc2ccc(Br)cc2)c(C#N)c(C)c1[N+](=O)[O-]	1%	-4%	21µM*
3	CC1CCN(S(=O)(=O)c2ccc3[nH]c(=O)[nH]c3c2)CC1	-3%	-6%	0%
4	O=C(CC1C(=O)NCCN1C(=O)Nc1ccc(F)cc1)Nc1ccc(F)cc1 (stereo unspecified)	-5%	1%	11%
5	CCN1/C(=C/c2ccc3ccc(C)cc3[n+]2CC)Sc2ccccc21	-12%	50µM*	2.1µM*
6	C/C(N)=C(/C#N)C(=O)COC(=O)c1cc(-c2ccc(Br)cc2)nc2ccccc12	0%	?	15µM*
7	Cc1cc(C)c(C)c(S(=O)(=O)N2CCC(C(=O)NNC(=O)c3ccccc3O)CC2)c1C	-7%	-1%	?
8	O=C(Nn1cnc2ccccc2c1=O)c1ccc(Br)cc1	1%	2%	15%
9	Cc1cccc(NC(=O)CSc2nnc(CNC(=O)c3ccc(S(=O)(=O)N(C)C)cc3)n2-c2ccccc2)c1	-6%	-4%	-27%
10	CCOc1cccc(C2C(C(=O)c3ccco3)=C(O)C(=O)N2Cc2ccncc2)c1 (stereo unspecified)	-15%	5%	8%
11	COc1ccccc1CCC(=O)OCC(=O)c1c(N)n(CC(C)C)c(=O)n(C)c1=O	-24%	-3%	?
12	COc1ccccc1NC(=O)/C(=C\c1cccs1)NC(=O)c1ccco1	-1%	16%	0%
13	COc1ccccc1-n1cnc2cc(C(=O)NCc3ccco3)ccc21	-4%	13%	?
14	O=[N+]([O-])c1cccc(-c2nc(-c3ccccc3)c(-c3cccs3)[nH]2)c1	-4%	-10%	-25%
15	CC(=O)Nc1ccc(S(=O)(=O)Nc2ccc(=O)n(Cc3ccc(Cl)c(Cl)c3)c2)cc1	-3%	-2%	1%
16	C/C(=N\Nc1cccc(C(=O)O)c1)c1ccc2c(c1)Nc1ccccc1S2	-22%	?	?
17	O=[N+]([O-])c1ccc(CS(=O)Cc2ccccc2)cc1 (stereo unspecified)	nt	7%	2%
18	CC(=O)C(Cc1ccccc1)NC(=O)COc1ccc2c(c1)OCO2 (stereo unspecified)	1%	-3%	0%
19	Cc1cccc(OCC(=O)NCc2nc(-c3ccccc3)no2)c1	-1%	-8%	-7%
20	Cc1c(C(=O)Nc2ccc(F)cc2)sc2ncn(CC(=O)N3CCCCC3)c(=O)c12	-6%	-8%	-7%
21	C=CCSc1nc2ccccc2c(=O)[nH]1	-2%	-6%	0%
22	O=c1c(Cc2ccc(F)cc2)c(O)ccn1CCc1ccccn1	-13%	-4%	2%
23	O=[N+]([O-])c1ccc(O)c(/C=N/NC2=NS(=O)(=O)c3ccccc32)c1	-22%	-7%	4.1µM*
24	CCCc1nc(NCCCOCC)c2nnn(Cc3ccccc3)c2n1	-5%	25%	?
25	Cc1c(NC(=O)COC(=O)c2ccc(O)cc2)c(=O)n(-c2ccccc2)n1C	-6%	-3%	-4%
26	Cc1cc2cccc(C)c2nc1SCC(=O)NCC1CCCO1 (stereo unspecified)	-9%	5%	27%
27	COC(=O)c1ccccc1NC(=O)CSc1n[nH]c(C)n1	8%&2%	-2%&-1%	-7%&-7%
28	Cc1ccc(C)c(CNC(=O)C2CCN(c3nc4ccccc4nc3C(F)(F)F)CC2)c1	-2%	-1%	?
29	CCOc1cc(N2CCOCC2)c(OCC)cc1NS(=O)(=O)c1cc(NC(C)=O)ccc1OC	-3%	-14%	1%
30	O=C(Nc1ccc(Br)c(Cl)c1)C1CC1	-4%	-10%	?
31	CCN1C(=NCCN2CCOCC2)N[C@@H](c2ccccc2)C(C(=O)OC)=C1C	-13%&-7%	17%	-8%
32	CCc1c(C)sc(NC(=O)OC)c1C(=O)N1CCOCC1	-4%	10%	-16%
33	Cc1ccccc1NC(=S)NC1CCN(Cc2ccccc2)CC1	1%	-4%	-28%
34	O=C(Nc1cc(Cl)ccc1Oc1ccccc1)c1ccc(F)cc1	-27%	6%	-10%
35	CN1CCc2c(OCC(=O)N3CCCc4ccccc43)cccc2C1=O	-8%	-1%	-25%
36	Cc1c(N2C(=O)CSC2c2ccc([N+](=O)[O-])cc2)c(=O)n(-c2ccccc2)n1C (stereo unspecified)	2%	-1%	?
37	Cc1cccc(C(=O)N2CCNC(=O)C2CC(=O)Nc2cccc(Cl)c2)c1 (stereo unspecified)	2%	1%	2%
38	C[C@@H]1CN([C@H](C)CO)C(=O)c2cccc(NC(=O)Nc3ccc(C(F)(F)F)cc3)c2O[C@H]1CN(C)S(=O)(=O)c1cccs1	-6%	-2%	8.2µM*
39	O=c1oc(C2(O)CCCCC2)cc2ccccc12	-3%	-16%	8%
40	Cn1c(SCc2cc(=O)[nH]c3ccccc23)nnc1-c1ccco1	-7%	-9%	0%
41	CCCCN(CC)C(=O)Cn1ncc2c1-c1cc(C)ccc1OC2	-5%	-3%	?
42	COCCCNC(=O)/C=C/c1cccc(Cl)c1	5%	-1%	4%
43	Cc1ccc(CNC(=O)c2cc3c(s2)-c2ccccc2SC3)cc1	-6%	3%	-4%
44	CN(Cc1cn(C)nc1-c1ccccc1F)CC1CCCCO1 (stereo unspecified)	-13%	-1%	-9%
45	Clc1nc(Cl)nc(-c2cn(-c3ccccc3)c3ccccc23)n1	-18%	-2%	-9%
46	COc1ccc(-c2nc3cnc(N4CCNCC4)nc3n(CCC#N)c2=O)cc1	?	nt	?
47	Cc1ccc(C2=NN(CC(=O)NCCc3ccccc3)C(=O)CC2)cc1	-2%	9%	?
48	Cc1onc(-c2c(Cl)cccc2Cl)c1NC(=O)N(C)N	-10%	3%	-2%
49	O=C(CSc1nnc(-c2ccccc2)c(-c2ccccc2)n1)NC1CCCCC1	3%	-9%	?
50	Cc1[nH]nc2c1C(c1ccc(F)cc1)C1=C(CC(C)(C)CC1=O)N2 (stereo unspecified)	-2%	-4%	-2%

New compounds follow
#	Compound	GCN5L2 inh	FEN1 inhibitor	DT40 TDP1 CPT
51	C/C(=N/NS(=O)(=O)c1ccc(C)cc1C)c1ccc2c(c1)OCO2	-1%	-18%	-20%
52	COc1ccc(N=Cc2c(C)[nH][nH]c2=O)cc1	-23%	-5%	5%
53	O=C(COC(=O)c1cccnc1Cl)NC1CCCCCC1	-5%	2%	-12%
54	CSc1ccccc1NC(=O)CN(C)CC(=O)Nc1ccc(S(=O)(=O)N2CCCC2)cc1	-3%	12%	-1%
55	CCc1ccc(C(C)NC(=O)C2CCCO2)cc1 (stereo unspecified)	-8%	10%	17%
56	CCOC(=O)c1cn(CC)c2ccc(S(=O)(=O)N3CC(C)CC(C)C3)cc2c1=O (stereo unspecified)	4%	12%	?
57	CCOc1ccc(/C=C/C(=O)Nc2sc3c(c2C(=O)OC)CCC3)cc1	-1%	9%	-6%
58	CN(C)NC(=O)c1cccc(Cl)c1	4%	11%	-5%
59	Cc1ccc(NC(=O)Cn2c(C)csc2=O)cc1	-1%	-3%	5%
60	CS(=O)(=O)Nc1ccc(C(=O)NC2CC3CCC2C3)cc1 (stereo unspecified)	0%	-1%	3%
61	O=C(NCc1ccccn1)c1ccc(Cn2cc(C(F)(F)F)ccc2=O)cc1	-7%	-3%	-23%
62	COc1cccc(NC(=O)CN(C)C(C)C(=O)NC(C)c2ccc(Cl)cc2Cl)c1 (stereo unspecified)	-6%	2%	?
63	C=CCN1C(=NC(=O)CC)SC2CS(=O)(=O)CC21 (stereo unspecified)	-15%	7%	-28%
64	Cc1cc(C)n2nc(SC(C)C(=O)N(C)C3CCCCC3)nc2n1 (stereo unspecified)	-1%	5%	-14%
65	CCOC(=O)c1cn2cccnc2n1	-6%[0.501 µM]	-2%	-5%
66	CN(C/C=C/C#CC(C)(C)C)Cc1cccc2ccccc12	-9%&1%	-6%	?
67	N#Cc1nc(-c2ccc(COc3ccccc3)o2)oc1NCc1ccccc1	-4%	2%	?
68	CS(=O)(=O)N(CC(=O)NCc1ccc(Cl)cc1)C1CCCCC1	0%	2%	21µM*
69	COc1cc(/C=C2\SC(N)=NC2=O)ccc1OCC(=O)Nc1ccccc1C	-20%	?	?
70	Cc1cc(NC(=O)C2C3C(=O)N(Cc4ccc(Cl)cc4)C(C(=O)NC(C)(C)C)C34C=CC2(C)O4)no1 (stereo unspecified)	-21%	-5%	5%
71	O=C(NCCCn1ccnc1)C(=O)NCC1OCCN1S(=O)(=O)c1ccc2c(c1)OCCO2 (stereo unspecified)	-21%	-4%	-4%
72	COC(=O)CCn1c(C)cc(C(=O)COc2ccccc2C(N)=O)c1C	-5%	-4%	21µM*
73	C[C@@H]1CCC(=O)N(CC[C@H](Sc2ccccc2)c2ccccc2)CC1	-4%	-3%&-3%	13µM*
74	O=C(Nc1cccc(C(F)(F)F)c1)c1ccc2nc(-c3ccco3)c(-c3ccco3)nc2c1	?	?	21µM*
75	COc1cc(C2C=C(c3cccs3)Nc3ncnn32)cc(OC)c1OC (stereo unspecified)	?	10%	0.82µM*
76	CN(C)C(=O)c1cc(-c2ccccc2)no1	-2%	-1%	-1%
77	O=S(=O)(/N=C(/Nc1cccc2ccccc12)c1ccccc1)c1ccc(F)cc1	-6%	15%	?
78	COc1cccc(-c2cc(=O)c3cc(NC(=O)c4ccc(N(C)C)cc4)ccc3[nH]2)c1	3%&-6%	12%	0.92µM*
79	Cc1cc(C)cc(-n2cnc3cc(C(=O)NCCc4ccccc4)ccc32)c1	-3%	-14%	?
80	CCOc1ccc(OCCC(=O)OCC(=O)Nc2ccc3c(c2)OCO3)cc1	-1%	-13%	-11%
81	N#CCC(CNc1ncc(C(F)(F)F)cc1Cl)OC(=O)c1c(F)cccc1F (stereo unspecified)	nt	-21%	-26%
82	NC(=O)CC(NC(=O)Cc1ccc(Cl)cc1)c1ccc(NCC2CC2)c([N+](=O)[O-])c1 (stereo unspecified)	-6%	-4%	?
83	O=C(c1csnn1)N1CCC2(CCCN(Cc3ccccc3)C2)CC1	10%	nt	-12%
84	O=C(NCCCN1CCOCC1)c1cc(-c2ccc3c(c2)OCO3)nc2ccccc12	-9%	-4%	-29%
85	CCCNC(=S)N1CCC(C(=O)c2ccc(F)cc2)CC1	-4%	-21%	15µM*
86	COc1ccc(-n2c(=O)c(C)nc3cnc(Nc4cccc(OC)c4)nc32)cc1	-8%	nt	23µM*
87	COc1cc(CNc2ccc3[nH]c(=O)[nH]c3c2)ccc1OCc1ccc(Cl)cc1	2%	19%	?
88	COc1cc(CC(=O)Nc2sccc2C(N)=O)cc(OC)c1OC	-7%	-4%	-26%
89	CCCCCCC(=O)c1c(C)[nH]c(C(=O)OCC)c1C	-12%	-5%	?
90	CCc1ccccc1NC(=O)C1CCCN1S(=O)(=O)c1ccc2c(c1)n(C)c(=O)c(=O)n2C (stereo unspecified)	-7%	20%	0%
91	CC1CCCCN1Cc1c(O)ccc2c(=O)c(-c3nc4ccccc4s3)c(N)oc12 (stereo unspecified)	-11%	?	?
92	CCCCNC(=S)N/N=C1\C(=O)c2cccc3cccc1c23	-1%[0.501 µM]	10%	?
93	COc1ccc(Cl)cc1NC(=O)Cn1c(=O)n(-c2ccc(C)cc2)c(=O)c2ccc(C(=O)NCc3ccccc3Cl)cc21	1%	17%	4.6µM*
94	Cc1ccc(SCc2nc(-c3ccccn3)no2)cc1	2%	6%	?

Screening results (PubChem)

Only part of the results is shown, so the mix of outcomes need not match the whole.
